Bioassay records: PubChem BioAssay, several laboratories
T cell modulator: T cell immune modulation candidate; 2C CD8+ T cell-vesicle binding, flow cytometry; stronger effect = lower value; calls only at 7 µM; 330,000 compounds, 0.068% hits; AID 2052;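 active = response, share of CD8 T cells binding vesicles, and their 90th percentile fluorescence all below set limits, cut at about 80% in these data, passing the limit was not always enough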
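Assay system: 2C TCR transgenic mouse naive CD8+ T cells, MACS-purified | Read-out: CD8+ gate FL2 mean fluorescence as % of same-row positive control | Signal: High-throughput flow cytometry with anti-B7-1 and anti-CD8 staining | Timing: Binding step 1.5 h, 37 °C, antibody labelling 20 min, ice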
WT yeast gro inh: growth inhibition of WT yeast, mitochondrial fusion screen; mitochondrial fusion phenotypic screen, WT strain; inhibition, % at 10 µM; 190,000 compounds, 2.1% hits; in the data active = inhibition above about 58%; tested in S. cerevisiae
bCat nuc transl: alters nuclear translocation of beta-catenin in HeLa cells | nuclear translocation activity, % at 5 µM | 190,000 compounds, 0.3% hits | immunofluorescence imaging;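 active = nuclear translocation activity above 50% at 5 µM, with a well cell count of 50 or more; inconclusive = wells under 50 cells across six images, flagged as toxic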;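 note: per-cell ratio of nuclear to cytoplasmic median beta-catenin stain intensity; plate controls were DMSO negative control for no effect and GSK-3 inhibitor IX positive control for full effect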
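System: HeLa cells, endogenous beta-catenin; compound dosing: 5 µM primary single dose, 0.1% DMSO, 0.02–20 µM confirmation series; incubation: 24 h compound exposure at 37°C, 5% CO2; signal: beta-catenin immunofluorescence imaging with DAPI; evaluation: % activation, nuclear-to-cytoplasmic median beta-catenin signal ratio per cell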
Myeloid diff MLP: myeloid differentiation induction; ER-HoxA9 myeloid progenitors, lysozyme-GFP differentiation, flow cytometry; calls only at 10 µM; 360,000 compounds, 1% hits; AID 624256;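 active = normalized GFP-positive differentiation at or above the plate's own cutoff, the solvent-only control mean plus 3 SD; inconclusive = no clear call, values can overlap the other calls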;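 note: cells exposed to compound for four days before flow analysis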
West Nile virus CPE: inhibition of WNV-induced cytopathic effect – cell-based, CPE readout (AID 1621). 290,000 compounds, 0.02% hits. West Nile virus-infected cells, CPE inhibition; higher % means a stronger effect. one-dose CPE inhibition, % at 10 µM; IC50 in µM for titrated hits; in the data active = a potency from the dose series; inconclusive = CPE inhibition mostly from about 3.7% at the one dose, without a potency; inactive = the rest, 99 in 100 with CPE inhibition below about 2.2%; note: strong numbers were not always called active
SV40 large T antigen: SV40 large T antigen inhibitors, biochemical (AID 1903) | SV40 large T antigen ATPase/helicase inhibition assay; higher % means a stronger effect | inhibition, % at 20 µM, or IC50 in µM where a hit was titrated | 310,000 compounds, 0.39% hits; in the data active = a potency from the dose series; inconclusive = inhibition mostly from about 32% at the one dose, without a potency; inactive = the rest, 99 in 100 with inhibition below about 32%; note: strong numbers were not always called active
RSV CPE inhibition: inhibition of RSV-induced cytopathic effect – HEp-2 cells, primary 10 µM value included (AID 2391). HEp-2 cells, RSV-induced CPE inhibition; higher % means a stronger effect. 310,000 compounds, 0.13% hits. CPE inhibition, % at 10 µM, or IC50 in µM where a hit was titrated; in the data active = a potency from the dose series; inconclusive = CPE inhibition mostly from about 23% at the one dose, without a potency; inactive = the rest, 99 in 100 with CPE inhibition below about 21%; note: strong numbers were not always called active
PhoP inhibition: inhibitors of PhoP regulon expression, primary screen, Salmonella Typhimurium, GFP reporter (AID 1863); 300,000 compounds, 0.16% hits; inhibition, % at 50 µM; hits with a dose series show IC50 in µM; S. Typhimurium PhoP-regulated promoter GFP reporter, 4 h; higher % means a stronger effect;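 active = inhibition over 29.93%, a cutoff 3 SD above the screen mean, later confirmed by dose response; inconclusive = inhibition over 29.93% but no dose response follow-up; inactive = inhibition at most 29.93% or unconfirmed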;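 note: 0% = low Mg2+ inducing control and 100% = high Mg2+ repressing control; strong numbers were not always called active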
Rac1 GTP hydrolysis: MgcRacGAP GTPase-activating activity inhibitors, confirmation, biochemical, ADP Hunter fluorescence; MgcRacGAP-stimulated Rac1 GTP hydrolysis, ADP Hunter fluorescence; higher % means a stronger effect; GST-tagged Rac1 F28L mutant substrate; AID 624330; 340,000 compounds, 0.6% hits; one-dose inhibition, % at 30 µM; IC50 in µM for titrated hits;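 active = first-screen hits whose inhibition reached a set limit at any dose in the follow-up dose series; inconclusive = inhibition above the set first-screen limit but never retested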;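 note: fluorescence reports GDP produced by GAP-driven GTP hydrolysis; strong numbers were not always called active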
WT yeast gro inh mutant strain: also measured in WT yeast gro inh; calls as there; inhibition, %; mitochondrial fusion phenotypic screen, mutant strain inhibition
bCat nuc transl cell count 5 µM: second read-out of bCat nuc transl, no call of its own (marks repeat the call); cell count; measured here: cell count, cytotoxicity flag
T cell modulator vesicle-bound %: also measured in T cell modulator; calls as there; double positive events, %; measured here: CD8+ vesicle-bound cell fraction;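 binding gate set so that unloaded-vesicle control wells show 10% double positive cells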
Myeloid diff MLP GFP+ MAC1+ %: second read-out of Myeloid diff MLP, no call of its own (marks repeat the call); GFP+ MAC1+ double positive, %; measured here: differentiation confirmed by MAC1 staining
Numbers without * were called inactive; i = inactive; ? = inconclusive; · = no result given.

molecule,T cell modulator,T cell modulator vesicle-bound %,WT yeast gro inh,WT yeast gro inh mutant strain,bCat nuc transl,bCat nuc transl cell count 5 µM,Myeloid diff MLP,Myeloid diff MLP GFP+ MAC1+ %,West Nile virus CPE,SV40 large T antigen,RSV CPE inhibition,PhoP inhibition,Rac1 GTP hydrolysis
Cc1ccc(/C=N/NC(=O)c2cccs2)s1,i,60,3,-44,-1.9,1122,i,0.7,0.2%,8%,3.6%,7%,5%
O=C(COC(=O)c1cccnc1)Nc1ccccc1,i,61,-8,10,-1.2,1147,i,1.2,0.8%,10%,0.3%,3%,10%
CCOCCCNC(=O)N[C@H](C(=O)OC)C(C)CC (some centres undefined),i,31,·,·,-0.5,970,i,1.2,0.2%,9%,4.7%,-5%,-3%
Cc1cccc(-n2c(SCC(N)=O)nc3c(c2=O)C2(CCCCC2)Cc2ccccc2-3)c1,i,19,20,-7,-0.8,991,i,1.1,-0.7%,11%,4.3%,-4%,-2%
Cc1csc(NC(=O)NCC2CCCC(CNC(=O)Nc3nc(C)cs3)C2)n1 (centres undefined),i,28,·,·,·,·,i,0.2,0.2%,2%,6.8%,8%,8%
CCN1/C(=C/c2ccc3ccc(C)cc3[n+]2CC)Sc2ccccc21,i,57,59,64,0.3,616,·,·,2.6%,2%,0.2%,-61%,·
O=C(Cn1nnc(-c2ccccc2NC(=O)c2ccccc2F)n1)NCc1ccco1,i,42,-4,-2,-2.1,693,i,1.1,0.2%,15%,1.9%,-4%,4%
CCOC(=O)NNC1CC(=O)N(c2ccc(OC)cc2)C1=O (centres undefined),i,14,-14,-4,-2.3,1442,i,1.6,-0.2%,4%,0.5%,7%,4%
NS(=O)(=O)c1ccc(CCNC(=O)c2cc3ccccc3oc2=O)cc1,i,42,·,·,·,·,i,0.2,0.3%,9%,0.7%,6%,12%
CC1(c2ccc(Cl)cc2)NC(=O)N(CC(=O)N2CCN(S(=O)(=O)c3ccccc3)CC2)C1=O (centres undefined),i,57,·,·,·,·,i,0.0,·,10%,-0.1%,5%,6%
Cc1ccc(-n2nc(CC#N)c(C#N)c2N)cc1,i,20,-6,-15,-3.7,1093,i,0.5,1.5%,1%,1.6%,22%,6%
O=c1cc(O)c(-c2ccccc2Cl)c(Cl)[nH]1,i,41,12,20,0.6,1056,i,7.8,1.1%,8%,0.2%,-13%,12%
Fc1ccc(-c2n[nH]c(=S)n2/N=C/c2c[nH]c3ccccc23)cc1,i,44,0,-3,-1.4,1090,i,0.5,0.1%,1%,5.0%,31%,11%
Cc1ccc(NC(=O)c2cnn(-c3ccccc3)c2C)cc1,i,58,·,·,·,·,i,0.2,-0.3%,11%,21%,-2%,7%
Cc1ccc(CNC(=O)c2sc3ccc(S(=O)(=O)N4CCCCC4)cc3c2N)cc1,i,33,17,-5,-0.3,1121,·,·,-0.4%,2%,9.2%,7%,·
CN(CCOc1ccccc1)S(=O)(=O)c1ccc2oc3ccccc3c2c1,i,43,28,-3,0.4,1338,i,0.6,·,-1%,3.2%,7%,4%
COc1ccc(S(=O)(=O)N(CC(=O)NC2CC2)c2ccc(C)cc2)cc1OC,i,16,-8,18,-0.1,1039,i,2.1,1.2%,0%,1.6%,1%,5%
Cc1cc(Br)ccc1SCC(=O)NNC(=O)c1ccco1,i,6,·,·,·,·,i,1.4,·,·,-0.2%,·,2%
O=C(CNC(=O)c1ccc(S(=O)(=O)N2CCCC2)cc1)N/N=C/c1ccccc1,i,4,-9,-13,-1.2,943,i,1.3,-1.1%,10%,0.6%,-8%,4%
CCOC(=O)C1=CC[C@@H](c2cc3ccc(OC)cc3n2C)N(S(=O)(=O)c2ccc(C)cc2)[C@H]1C(=O)OCC,i,24,·,·,·,·,i,1.3,·,·,2.1%,·,5%
CN(/N=C/c1ccc([N+](=O)[O-])o1)c1ccccc1,i,41,49,52,-2.5,1072,i,0.1,-0.4%,6%,8.9%,16%,18%
CCN(CC)S(=O)(=O)c1ccc(/C=C/C(=O)OCC(=O)N(C(C)C)C(C)C)cc1,i,51,-3,-1,-1.0,1082,i,0.3,0.6%,7%,-0.5%,-1%,1%
COc1cc(C2Nc3ccccc3NC3=C2C(=O)CC(C)(C)C3)cc(OC)c1OC (centres undefined),i,54,·,·,·,·,i,0.1,0.3%,3%,0.3%,4%,10%
CC(C)Oc1ccc(CNC(=O)c2cc(S(=O)(=O)N3CCOCC3)cn2C)cc1,i,18,·,·,·,·,i,5.4,0.5%,16%,1.0%,-9%,8%
O=C(Nc1ccc(N2CCOCC2)cc1)C1CCN(S(=O)(=O)c2ccc3c(c2)OCCO3)CC1,i,59,5,-9,-1.5,1031,i,0.8,0.8%,1%,1.7%,6%,1%
CCCCOc1ccc(N(CC(=O)NC2CCCC2)C(=O)CCC(=O)Nc2ccccn2)cc1,i,58,-3,31,-1.4,571,i,0.3,0.0%,0%,0.0%,-7%,4%
C/C(=N/NC(=O)c1ccc(C)s1)c1ccncc1,i,54,·,·,·,·,i,4.1,0.1%,16%,1.7%,-3%,9%
Cc1ccccc1C(=O)Nc1c(C(=O)N2CCN(C)CC2)cnn1-c1ccccc1,i,38,·,·,·,·,i,1.3,-0.4%,11%,2.4%,-7%,4%
COc1cc(OC)c(OC)cc1/C=N/Nc1ncnc2c1[nH]c1ccc(C)cc12,i,37,·,·,2.1,1267,i,0.0,-0.6%,10%,4.2%,-5%,3%
COc1ccc2oc(C(=O)OCC(=O)Nc3ccccc3OC)c(C)c2c1,i,12,·,·,·,·,i,0.8,·,4%,-0.4%,-2%,-2%
Cc1cc(C)nc(NC2=NCC(=O)N2c2ccccc2)n1,i,30,-1,1,-0.9,985,i,0.6,0.4%,18%,1.1%,-14%,5%
CC(C)N1C(=O)C(O)(C2COC(C)(C)CC2=O)c2ccccc21 (centres undefined),i,24,-24,-13,-1.2,944,?,·,-0.1%,·,1.2%,·,6%
CCOC(=O)C1CCCN(C(=O)c2ccc(Cl)c(S(=O)(=O)N3CCCCC3)c2)C1 (centres undefined),i,36,-2,-7,0.0,1099,i,0.5,-0.3%,2%,3.9%,-1%,3%
COc1ccc(CN2C(=O)NC3(CCOc4ccccc43)C2=O)cc1F (centres undefined),i,39,5,-8,2.9,1021,i,0.1,·,16%,-0.7%,-4%,3%
O=C(O)CCC(=O)Nc1sc2c(c1C(=O)Nc1ccccc1)CCCCC2,i,42,-2,2,-1.3,1087,i,1.1,0.0%,10%,2.1%,0%,17%
C=CCNC(=O)C(=O)N/N=C/c1ccco1,i,46,16,-2,-1.4,1111,i,0.3,-0.1%,-2%,0.1%,14%,4%
COC(=O)CCCN=C1SCCN1Cc1ccccc1,i,37,·,·,·,·,i,0.9,-0.3%,19%,0.3%,6%,9%
COc1ccc(CCN2C(=O)/C(=C\c3ccco3)SC2=S)cc1OC,·,·,2,-9,-0.1,1134,i,0.7,0.3%,10%,·,-9%,6%
COc1cc(/C=C/CO)ccc1O[C@@H]1O[C@H](CO)[C@@H](O)[C@H](O)[C@H]1O,i,40,·,·,·,·,i,1.0,-0.3%,2%,·,1%,4%
O=C(NCCCn1ccnc1)c1cc(S(=O)(=O)N2CCOCC2)c(Cl)cc1Cl,i,23,17,18,-4.6,954,i,0.0,-0.8%,3%,-0.6%,4%,2%
COc1ccc2cc3cc(C(=O)NCc4cccs4)oc3nc2c1,i,21,1,-9,7.2,1050,i,0.0,0.0%,8%,3.8%,4%,10%
Cc1ccc(S(=O)(=O)N(CC(=O)Nc2ccccc2C(=O)O)c2ccccc2)cc1,i,44,-4,-10,-5.7,1105,i,0.2,0.9%,29%,0.1%,-2%,5%
CNc1ccc(Br)cc(C(=O)/C=C/c2ccc(OC)cc2OC)c1=O,i,43,28,-7,-3.6,507,i,0.7,-0.1%,23%,3.1%,3%,19%
OC[C@@H](O)[C@H](O)C(/C=N/Nc1ccccc1)=N\Nc1ccccc1,i,30,·,·,0.2,1385,i,0.5,1.0%,36%,·,4%,28%
Cc1onc(-c2ccccc2)c1C(=O)Nc1ccc(S(=O)(=O)N2CCCCC2)cc1,i,26,-13,-3,-0.2,1140,i,1.9,0.3%,3%,-2.8%,3%,3%
Cc1cc(C(=O)Nc2cccc3ccccc23)co1,i,57,·,·,·,·,i,0.7,-0.2%,8%,0.6%,3%,-6%
CCOc1ccccc1NC(=O)C(OC(=O)c1ccc(CC)cc1)c1ccccc1 (centres undefined),i,45,7,-21,2.0,515,i,0.3,-1.4%,4%,8.2%,-10%,-14%
CC1(C)Cc2nc3sc4c(=O)n(CC(=O)NCc5ccco5)cnc4c3cc2CO1,i,11,-5,-12,0.6,896,i,7.8,0.7%,20%,-0.6%,8%,0%
Cc1ccc(C)c(OCCC(=O)OCC(=O)NC2CCCC2)c1,i,20,·,·,·,·,i,0.9,·,12%,0.0%,-8%,8%
O=C(Cc1csc(-c2ccccc2)n1)Nc1ccc(C(F)(F)F)cc1,i,18,2,-6,2.4,991,i,1.0,-0.8%,-1%,20%,0%,-2%
COCCN1CCC(CNCc2c(C(=O)N3CCCCC3)nc3c(C)cccn23)C1 (centres undefined),i,42,·,·,-1.6,1370,i,0.7,0.2%,9%,-2.5%,-12%,-4%
COc1ccc(NC(=O)CN2C(=O)NC(C)(c3ccc(C)cc3)C2=O)c([N+](=O)[O-])c1 (centres undefined),i,37,·,·,·,·,i,1.3,-0.4%,3%,1.0%,0%,7%
